Compound activity: PubChem BioAssay, National Center for Advancing Translational Sciences (NCATS)
GRP78 ERSR act = qHTS for Inducers of the Endoplasmic Reticulum Stress Response (ERSR) in Human Glioma: qHTS; U87-MG GRP78 promoter luciferase reporter, 16 h; Potency, µM, inactives show top-dose activation, usual class: activators; 420,000 tested, 0.02% active; AID 602332, 2012; further: potency means the concentration at half of the fitted maximal effect; series mostly up to about 76 µM; % of control where 0% means no effect; nearly all actives have a fitted effect of over 35% in size
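Stably transfected U87-MG human glioma cells carrying a GRP78-based luminescent sensor were seeded at 1000 cells/well, pin-dosed with compounds and incubated 16 h. Luciferase reagent was then added, and end-point luminescence was read after 10 min at room temperature.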
TrxR1 substrate = qHTS Assay for Substrates of Mammalian Selenoprotein Thioredoxin Reductase 1 (TrxR1): qHTS; Potency, µM (series often up to 114 µM), without a hit: top-dose activity change, negative = substrate turnover; purified TrxR1 substrate turnover, NADPH consumption readout; AID 588456, 2011; 390,000 tested, 0.01% active; further: potency means the concentration at half of the fitted maximal effect; on the % scale 0 is the no-effect control and ±100 the full control effect; nearly all actives have a fitted effect of over 50% in size
Target sequence (O89049 whole entry, looked up): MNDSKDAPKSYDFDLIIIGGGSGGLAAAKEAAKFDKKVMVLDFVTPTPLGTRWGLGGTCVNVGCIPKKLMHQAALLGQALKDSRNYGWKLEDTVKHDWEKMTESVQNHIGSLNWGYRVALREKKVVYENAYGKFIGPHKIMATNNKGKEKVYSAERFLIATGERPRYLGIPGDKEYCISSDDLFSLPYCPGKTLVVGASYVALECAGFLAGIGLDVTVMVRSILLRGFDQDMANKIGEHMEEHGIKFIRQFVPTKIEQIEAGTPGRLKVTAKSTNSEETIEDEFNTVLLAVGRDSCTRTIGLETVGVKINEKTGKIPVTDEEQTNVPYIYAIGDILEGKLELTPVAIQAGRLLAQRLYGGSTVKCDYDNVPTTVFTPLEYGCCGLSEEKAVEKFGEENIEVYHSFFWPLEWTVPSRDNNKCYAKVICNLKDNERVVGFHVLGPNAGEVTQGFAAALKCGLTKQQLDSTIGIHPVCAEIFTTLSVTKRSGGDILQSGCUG
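Rat TrxR1, dispensed at 90 nM, was prereduced with 400 uM NADPH (final) for 5 min at ~22 deg C, then incubated with compound 15 min before 400 uM selenite. A first-read NADPH fluorescence drop versus no-compound background flagged substrates.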
RGS4 inhibitor = Inhibitors of Regulator of G Protein Signaling (RGS) 4: qHTS | Regulator of G-protein signaling 4 (Homo sapiens), P49798 | Transcreener GDP fluorescence polarization, RGS4-accelerated GTP hydrolysis | Potency, µM (series often up to 114 µM), without a hit: at the top dose activity change, negative = inhibition, usual class: inhibitors | 390,000 tested, 0.039% active | AID 504845, 2011; further: potency means the concentration at half of the fitted maximal effect; on the % scale 0 is the no-effect control and ±100 the full control effect; nearly all actives have a fitted effect of over 75% in size; some results filed as inactive show a strong effect at the top dose
Target sequence (P49798 whole entry, looked up): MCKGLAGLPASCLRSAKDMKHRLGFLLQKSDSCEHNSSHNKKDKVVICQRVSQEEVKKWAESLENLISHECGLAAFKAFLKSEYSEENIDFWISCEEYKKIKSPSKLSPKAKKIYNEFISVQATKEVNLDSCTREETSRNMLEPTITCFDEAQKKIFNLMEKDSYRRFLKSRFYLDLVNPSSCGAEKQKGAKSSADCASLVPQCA
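MLSMR compounds (23 nl, pin-transferred) preincubated 10 min at room temperature with a 500nM (2x) first reagent, then RGS4 at 900nM (2x) plus Transcreener GDP mix added; fluorescence polarization (620/688 nm) read before and after 90 min at 30 °C.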
USP1-UAF1 inh = Inhibitors of USP1/UAF1: Primary Screen; recombinant USP1/UAF1, Ub-Rhodamine cleavage fluorescence; Potency, µM (series often up to 57.1 µM), for the others: top-dose activity change, negative = inhibition, most hits filed as inhibitors; 390,000 tested, 0.23% active; further: potency means the concentration at half of the fitted maximal effect; on the % scale 0 is the no-effect control and ±100 the full control effect; nearly all actives have a fitted effect of over 60% in size; inactives centre near -12
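Step one: compound is pinned into 1nM USP1/UAF1 in HEPES pH 7.8 buffer with TCEP. Step two: 15 min room-temperature incubation. Step three: Ub-Rho (150nM final) starts cleavage, tracked by fluorescence over six one-minute reads.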
LDHA inh = qHTS assay for inhibitors of human lactate dehydrogenase; L-lactate dehydrogenase A chain (Homo sapiens), P00338; purified LDHA, NADH/diaphorase-resazurin fluorescence; hits give low values; activity change, % (values are at about 110 or 230 µM); 480,000 tested, 0.15% active; in the data active means activity change below about -30%; inconclusive means mostly about -25% to -30%;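 further: plate controls were DMSO wells for no effect and wells without enzyme for full effect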
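Resorufin fluorescence (ex540/em590), read at 0 and 20 min after diaphorase/resazurin addition, reports the NADH left after a 5 min room-temperature reaction of 2 nM human LDH5 with 0.06 mM NADH and 0.2 mM pyruvate.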
Vif-APOBEC3G blk = qHTS for Inhibitors of Vif-A3G Interactions: qHTS | DNA dC->dU-editing enzyme APOBEC-3G (Homo sapiens), Q9HC16 | HeLa A3G-eYFP + Vif (tagged APOBEC3G with the HIV-1 protein that degrades it), YFP fluorescence, overnight | Potency, µM (series often up to 46.1 µM), inactives show at the highest dose activity, negative = active, hits mostly inhibitors | 410,000 tested, 0.076% active | AID 602310, 2012;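 further: potency means the concentration at half of the fitted maximal effect; on the % scale 0 is the no-effect control and ±100 the full control effect; nearly all actives have a fitted effect of over 60% in size; hits raise eYFP signal because A3G escapes Vif-driven loss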
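Read-out is eYFP fluorescence (Ex 488/Em 500-530) from Vif-expressing HeLa A3G-eYFP cells; more signal means A3G escaped Vif-mediated degradation. Cells plated overnight, compound pinned in, incubated overnight at 37 deg C.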
mIDH1 inhibitor = qHTS for Inhibitors of mutant isocitrate dehydrogenase 1 (IDH1): qHTS; 390,000 tested, 0.093% active; IDH1-R132H enzyme, NADPH consumption, diaphorase/resazurin fluorescence; Isocitrate dehydrogenase [NADP] cytoplasmic (Homo sapiens), O75874; Potency, µM (highest dose often 76.6 µM), inactives show top-dose activity change, negative = inhibition, actives largely listed as inhibitors; further: potency means the concentration at half of the fitted maximal effect; on the % scale 0 is the no-effect control and ±100 the full control effect; nearly all actives have a fitted effect of over 65% in size
Target sequence (O75874 whole entry R132H, stated change not applied): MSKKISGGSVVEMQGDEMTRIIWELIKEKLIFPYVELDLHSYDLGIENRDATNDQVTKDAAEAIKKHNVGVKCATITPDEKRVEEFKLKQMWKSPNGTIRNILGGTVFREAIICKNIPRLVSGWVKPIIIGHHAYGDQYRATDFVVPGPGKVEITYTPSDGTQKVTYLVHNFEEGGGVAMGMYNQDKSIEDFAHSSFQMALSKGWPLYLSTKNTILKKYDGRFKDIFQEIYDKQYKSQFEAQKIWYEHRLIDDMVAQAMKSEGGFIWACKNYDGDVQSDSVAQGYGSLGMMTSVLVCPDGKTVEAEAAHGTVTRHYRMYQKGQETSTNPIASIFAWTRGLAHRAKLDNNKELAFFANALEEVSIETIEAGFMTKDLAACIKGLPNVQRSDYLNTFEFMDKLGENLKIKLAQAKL
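IDH1-R132H (0.5 ug/mL dispensed) in pH 7.5 Tris buffer was preincubated 30 min with compound, then given a substrate mix of 0.016 mM NADPH and 2 mM alpha-KG for 80 min at room temperature; remaining NADPH was read by diaphorase/resazurin fluorescence.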
TrxR1 inh = qHTS Assay for Inhibitors of Mammalian Selenoprotein Thioredoxin Reductase 1 (TrxR1): qHTS | recombinant rTrxR1, NADPH fluorescence consumption, selenite substrate | AID 588453, 2011 | Potency, µM (top dose mostly 114 µM), for the others: at the top dose activity change, negative = inhibition, usual class: inhibitors | 390,000 tested, 1% active | Thioredoxin reductase 1, cytoplasmic (Rattus norvegicus), O89049; further: potency means the concentration at half of the fitted maximal effect; on the % scale 0 is the no-effect control and ±100 the full control effect; nearly all actives have a fitted effect of over 65% in size
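Rat TrxR1 (90 nM in the dispensed reagent) was pre-reduced with 400 uM NADPH for 5 min at room temperature, then incubated with compound for 15 min. After 400 uM selenite was added, NADPH fluorescence (Ex 340/Em 450 nm) was followed for 8 min.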
Vif-APOBEC3F blk = qHTS for Inhibitors of Vif-A3F Interactions: qHTS; HeLa A3F-eYFP + Vif (tagged APOBEC3F with the HIV-1 protein that degrades it), YFP fluorescence increase; Potency, µM (highest dose often 46.1 µM), for the others: at the highest dose activity, negative = active; 390,000 tested, 0.2% active; further: potency means the concentration at half of the fitted maximal effect; % of control where 0% means no effect; nearly all actives have a fitted effect of over 65% in size
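Fluorescence increase (Ex 488/Em 500-530) after overnight compound treatment at 37 deg C flags inhibition of Vif-driven A3F-eYFP loss in stable HeLa A3F-eYFP/Vif cells seeded overnight beforehand.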
The depositor's hits bear a star; ? = inconclusive; . = not tested or not shown; & = joins results of further samples; [ ] = another dose, or the depositor's remark. Unless noted, the call rests on the fitted dose curve; in most records, active means well fitted curve in the direction sought with a large enough effect; inconclusive means small, poorly fitted or top-dose-only effect, or another doubt; inactive means no such curve, though single readings can be large; an effect the other way counts as inactive or inconclusive. Only part of the results is shown; count on the stated rates, not on these rows.

SMILES	GRP78 ERSR act	TrxR1 substrate	RGS4 inhibitor	USP1-UAF1 inh	LDHA inh	Vif-APOBEC3G blk	mIDH1 inhibitor	TrxR1 inh	Vif-APOBEC3F blk
CSCCC(NC(=O)c1ccco1)C(=O)O (stereo not drawn)	-4.6%	10.0%[57.1 µM]	-5.5%	-9.8%	-5.5	3.1%	1.0%	12.8%[57.1 µM]	-7.6%
CC(C)Cn1c(-c2cccs2)nc2ccccc21	-0.2%	75.7%[activator]	-8.3%	-18.2%	-6.9	1.1%	7.7%	-16.3%	-10.3%
Cc1ccc(N2C(=N)/C(=C3/Nc4ccccc4S3)C(c3ccccc3)C2=O)cc1 (stereo not drawn)	0.5%	-13.2%	-3.1%	-6.0%	-11.5	1.3%	1.6%	-12.6%	-16.5%
S=c1[nH]nc(Cn2cnc3ccccc32)n1-c1ccccc1	1.9%	9.0%[57.1 µM]	-10.8%	-22.9%	-2.6	-0.3%	-3.1%	-16.1%[57.1 µM]	-43.4%
CC(C)(C)c1ccc(-c2n[nH]c(=S)n2C2CCCC2)cc1	-4.9%	13.4%[57.1 µM]	-14.2%	-20.1%	1.3	0.9%	7.4%	13.8%	-8.9%
CCCC(=O)Nc1ccc(C(=O)NCCc2ccc(F)cc2)cc1	-0.6%	0.8%	-6.0%	-12.7%	0.5	-1.0%	2.4%	-0.3%	-13.3%
COc1ccc(C(=O)N/C(=C\c2ccco2)C(=O)NCCCn2ccnc2)cc1	-3.7%	-3.8%	-3.4%	-9.3%	-8.8	?	15.3%	-10.9%	-3.0%
Cc1cc(C(=O)Nc2cccnc2)cs1	-2.3%	6.0%	8.7%	0.0%	-0.7	-2.1%	5.5%	-2.7%	-11.4%
COc1ccccc1N1CCN(C(=O)c2ccc(N(C)S(=O)(=O)c3ccccc3)cc2)CC1	-1.5%	-3.3%	13.8%	-14.5%	-4.7	6.3%	-3.3%	1.8%	-2.2%
O=[N+]([O-])c1cc([N+](=O)[O-])c2n[nH]c(-c3ccccc3)c2c1	-1.2%	-24.5%[57.1 µM]	-8.7%	-3.2%	2.6	0.6%	8.7%	12.1%[57.1 µM]	5.4%
COc1cccc(-c2cc(C(=O)N3CCN(S(=O)(=O)c4ccccc4)CC3)[nH]n2)c1	-0.4%	-2.9%[57.1 µM]	-23.8%	-12.4%	-10.4	-3.3%	-8.5%	9.8%[57.1 µM]	2.1%
CC(OC(=O)Cn1[nH]c(=O)c2ccccc2c1=O)C(=O)Nc1ccc(F)cc1 (stereo not drawn)	-2.4%	1.9%	3.8%	-21.2%	-1.1&-7.7	-3.9%	2.7%	2.2%	-0.9%
O=C(COc1ccccc1/C=C1\SC(=S)NC1=O)Nc1ccc(F)cc1	-1.1%	-4.0%	1.6%	5.6%	-10.0	-6.2%	-8.0%	9.8%	?
CC1(C)CC(C(=O)NCCC(c2ccccc2)c2ccco2)CCO1 (stereo not drawn)	-1.2%	-3.1%	-16.8%	5.1%	-6.9	0.2%	1.5%	?	0.6%
Cc1nn(CC(=O)N2CCN(c3cccc(C(F)(F)F)c3)CC2)c(=O)c2cccn12	-5.6%&-4.1%	-5.2%&5.8%	-6.0%&-9.7%	-11.8%&-9.4%	-1.0&3.8	1.9%&2.6%	-2.6%&29.6%	5.9%&35.6%	2.2%&6.9%
COC(=O)c1c(C)[nH]c(C(=O)/C=C/c2ccccc2Cl)c1C	2.6%	-3.6%	20.9%	-13.6%	-11.3	-10.1%	-5.0%	2.5%	0.9%
CC(C)OC(=O)/C(=C/c1ccco1)c1ccccc1	1.6%	3.1%[57.1 µM]	-14.9%	-0.6%	0.0	-0.1%	15.7%	-29.3%	-11.8%
Cc1cccc(NS(=O)(=O)c2ccc(-c3cnc(C4CC4)o3)cc2)c1	-6.5%	-2.1%	-5.2%	-15.2%	-1.5&1.8	-17.8%	-3.4%	23.9%	-1.1%
CN(Cc1ccccc1)C(=O)CN1CCN(S(=O)(=O)c2ccccc2F)CC1	-3.4%	.	.	-24.2%	-0.5	-0.2%	3.0%	.	-4.6%
CCOC(=O)C1=C(C)NC(=O)NC1c1cn(-c2ccccc2)nc1-c1ccc(OCC)cc1 (stereo not drawn)	-2.8%	-13.7%	-8.0%	-30.7%	-0.9	-7.4%	-13.7%	-24.7%	11.2%
CCN(C[C@H]1N[C@@](C)(C(=O)OC)[C@H]2C(=O)N(C)C(=O)[C@@H]12)C(=O)C1CCCCC1	-4.0%	6.8%	-4.0%	-23.0%	0.5	-0.1%	1.7%[38.3 µM]	0.6%	-4.1%
Cc1ccc(OCCNS(=O)(=O)c2ccc(N3CCCC3=O)cc2)cc1	-1.7%	-2.9%[57.1 µM]	-1.6%	-8.8%	-2.2	0.3%	3.6%	-8.1%	-0.4%
COc1ccccc1C(CNC(=O)c1cccc(S(=O)(=O)N2CCCc3ccccc32)c1)N(C)C (stereo not drawn)	-1.1%	-4.1%	-5.7%	-12.5%	-0.5	-0.1%	0.2%	7.6%	8.1%
Cc1ccc(S(=O)(=O)Nc2c(C)n(C)n(-c3ccccc3)c2=O)cc1	4.8%&-2.1%	8.4%[57.1 µM]	21.9%&7.6%	-17.9%&-7.2%	-7.8&-1.4	-0.1%&1.1%	1.5%&0.0%	19.0%[57.1 µM]	-7.5%
CC(=O)Nc1ccc(C(=O)COC(=O)C2CC2)c(F)c1	10.3%	2.1%[57.1 µM]	9.4%	-8.3%	-3.3	0.1%	-2.3%	3.8%[57.1 µM]	0.3%
Next part:
SMILES	GRP78 ERSR act	TrxR1 substrate	RGS4 inhibitor	USP1-UAF1 inh	LDHA inh	Vif-APOBEC3G blk	mIDH1 inhibitor	TrxR1 inh	Vif-APOBEC3F blk
O=C(Cn1c(-c2cccs2)cc2cc(F)ccc21)N1CCCCC1	-3.5%	58.8%[activator]	4.2%	-13.3%	-3.7	-0.7%	-12.1%	22.7%	3.9%
O=C(O)CCC(=O)Nc1cccc(C(=O)Nc2ccc(Br)cc2)c1	7.7%	3.7%[57.1 µM]	-16.7%	1.8%	-7.4	-0.8%	19.4%	8.9%[57.1 µM]	-0.8%
N#Cc1c(N)sc2c1CCN(C(=O)OCc1ccccc1)C2	0.4%	-2.0%[57.1 µM]	-49.6%	-0.2%	4.8	-3.8%	2.0%	9.3%	7.3%
O=C(Nc1ccc(F)cc1)c1ccc2c(=O)n3c(nc2c1)CCCCC3	-0.2%&2.7%	10.3%&-1.1%[57.1 µM]	-1.5%&3.2%	-22.4%&-7.9%	-7.7&-5.4	0.3%&3.0%	-1.0%&13.2%	15.3%&6.9%[57.1 µM]	1.3%&-4.8%
CC(C)OC(=O)N(C)C[C@@H]1OCc2ccccc2-c2c(n(C)c3ccccc23)C(=O)N([C@@H](C)CO)C[C@H]1C	-5.4%	.	.	-9.8%	-2.4	0.6%	-3.8%	.	0.0%
N#C/C(=N\Nc1cccc(F)c1)C(=N)N1CCCCCC1	-1.4%	-4.1%	-1.6%	-17.8%	-0.6	-9.5%	1.0%	11.2%	0.8%
CC(C)CNS(=O)(=O)c1ccc(S(=O)(=O)N2CCC3(CC2)OCCO3)cc1	-0.6%	2.4%	18.9%	-2.0%	-6.4	-4.4%	3.6%	16.1%	-6.6%
COCCCN(CCNC(=O)c1ccc(NC2=NC3CS(=O)(=O)CC3S2)cc1)Cc1ccco1 (stereo not drawn)	-3.3%	1.1%[57.1 µM]	-6.2%	-1.3%	-2.9	4.9%	-1.6%	-5.0%	0.3%
CN1C(=O)/C(=C/c2cccc(Cl)c2)Sc2ccc(C(=O)N3CCCC3)cc21	-3.2%	2.7%	-4.6%	-24.2%	0.1	2.3%	-8.2%	22.5%	1.3%
C=CCNC(=O)c1onc(CSc2cccc(OC)c2)c1C(=O)NCC=C	-4.5%	-6.2%	6.5%	-31.4%	0.4	-0.4%	15.3%	-11.6%	1.1%
CCC(C)NCCOc1ccccc1C (stereo not drawn)	-0.5%	0.1%[57.1 µM]	1.5%	-14.7%	-12.6	-5.2%	2.5%	8.0%[57.1 µM]	-5.2%
CN(C)C(=O)[C@H]1C[C@H]1[C@@H](O)[C@H](CO)NC(=O)[C@H](COCc1ccccc1)NC(=O)OC(C)(C)C	0.1%	-6.4%[57.1 µM]	-19.9%	-2.3%	0.8	2.2%	0.0%	12.5%[57.1 µM]	7.4%
COC(=O)[C@@]1(Cc2ccc(OC)cc2)[C@H]2c3cc(C(=O)N(C)C)[nH]c3C[C@H]2CN1C(=O)c1ccccc1	-4.4%	-5.8%	-9.6%	-24.1%	0.5	-4.2%	2.1%	-0.9%	-1.2%
CC(=O)N(C)c1ccc(N=C2C(=O)Nc3ccccc32)cc1	-2.6%	-8.8%	4.4%	-12.2%	-15.1	-9.5%	-6.8%	-32.5%	1.9%
